# D1 potentiator – enhances dopamine response at the human D1 receptor | potentiation, % at 10 µM | 360,000 tested, 0.036% active | HEK293 TREx D1 cells, calcium flux, dopamine EC20 potentiation | P21728; in the data active = potentiation above about 30%; note: 0% is about no effect
# Target sequence (P21728 whole entry, looked up): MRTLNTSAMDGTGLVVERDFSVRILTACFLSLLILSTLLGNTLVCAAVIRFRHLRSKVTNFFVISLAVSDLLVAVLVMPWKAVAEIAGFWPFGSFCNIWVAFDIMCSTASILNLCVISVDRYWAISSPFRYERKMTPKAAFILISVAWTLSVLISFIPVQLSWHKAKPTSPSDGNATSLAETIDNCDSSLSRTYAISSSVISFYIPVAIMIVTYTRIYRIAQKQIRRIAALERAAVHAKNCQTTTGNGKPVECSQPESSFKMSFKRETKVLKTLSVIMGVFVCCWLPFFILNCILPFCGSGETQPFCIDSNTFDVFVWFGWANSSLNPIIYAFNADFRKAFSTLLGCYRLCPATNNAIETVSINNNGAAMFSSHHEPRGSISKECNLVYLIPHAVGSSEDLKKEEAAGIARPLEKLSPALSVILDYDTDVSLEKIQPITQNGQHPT
# TRHR enhancer – TRH receptor (human) allosteric enhancement; TRHR cells, fluo-8 calcium fluorescence, EC20 TRH enhancement; enhancement, % at 2 µM; 360,000 tested, 0.66% active; AID 493056; in the data active = enhancement above about 30%; note: 0% is about no effect
#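 TRHR-expressing cells loaded with fluo-8 calcium dye were read kinetically (ex 480/em 530) during compound addition, then stimulated with an EC20 of TRH (10 nM final). Enhancement of the Gq-mediated intracellular calcium response was scored.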
# RXFP1 antag – RXFP1 (human) relaxin receptor antagonism; HEK293-RXFP1, relaxin-stimulated cAMP HTRF, 30 min; stronger effect = lower value; activity change, negative = inhibition, % at 57.5 µM; 350,000 tested, 0.59% active; AID 1259400;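 active = activity change of -60% or lower, but not beyond a set lower limit; inconclusive = change between -60% and -40%, or beyond the set limit; inactive = change above -40%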; note: % is set by controls: 0 for no effect and ±100 for the full control effect
# D1 ag – agonists of human D1 dopamine receptor; P21728; HEK293 T-REx D1 cells, calcium flux, agonist mode; activation, % at 2 µM; 360,000 tested, 1% active; AID 504660; in the data active = activation above about 30%; note: 0% is about no effect
#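 Inducible HEK293 T-REx D1 cells, force-coupled to calcium signalling, were plated at 4000 cells/well with tetracycline and held overnight at 30 C. After no-wash calcium dye loading, compound-evoked calcium rise over 180 s flagged agonists.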
# RXFP1 agonist – activates the human relaxin receptor RXFP1; Potency, µM (titrated, usually from 57.5 µM), for the others: top-dose activation, hits mostly activators; 370,000 tested, 0.3% active; Q9HBX9; HEK293T-RXFP1 cAMP TR-FRET, 30 min; response scale: percent of porcine relaxin response, buffer zero; note: potency is the fitted concentration of half-maximal effect; % is set by controls: 0 for no effect and ±100 for the full control effect; nearly all actives have a fitted effect of over 60% in size; many of its hits are not listed in these tables
#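 HEK293T cells stably expressing RXFP1 were pretreated with the PDE4 inhibitor Ro 20174, exposed to compounds for 30 min at 37C, lysed, and cAMP was read by TR-FRET. Data normalized to buffer (basal) and 29 nM porcine relaxin (100%).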
# D1 antag – blocks dopamine activation of the human D1 receptor | P21728 | HEK293 TREx D1 cells, calcium flux, dopamine EC80; stronger effect = lower value | activity change, negative = inhibition, % at 10 µM | 360,000 tested, 3.2% active | AID 504652; in the data active = activity change below about -30%; note: % is set by controls: 0 for no effect and ±100 for the full control effect
#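 HEK293 T-REx cells expressing inducible, force-coupled D1 receptor; no-wash Ca dye, 30–90 min RT. Cmpd → 180 s read at 1 Hz → EC80 DA → 180 s read.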
# D2 potentiator – D2 dopamine receptor (human) potentiation. P14416. potentiation, % at 10 µM. AID 485347. 340,000 tested, 0.34% active. HEK293 T-REx D2, calcium flux, EC20 dopamine potentiation;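 active = potentiation over 3 SD above the plate norm, cut at about 30% in these data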; note: 0% is about no effect
# Target sequence (P14416 whole entry, looked up): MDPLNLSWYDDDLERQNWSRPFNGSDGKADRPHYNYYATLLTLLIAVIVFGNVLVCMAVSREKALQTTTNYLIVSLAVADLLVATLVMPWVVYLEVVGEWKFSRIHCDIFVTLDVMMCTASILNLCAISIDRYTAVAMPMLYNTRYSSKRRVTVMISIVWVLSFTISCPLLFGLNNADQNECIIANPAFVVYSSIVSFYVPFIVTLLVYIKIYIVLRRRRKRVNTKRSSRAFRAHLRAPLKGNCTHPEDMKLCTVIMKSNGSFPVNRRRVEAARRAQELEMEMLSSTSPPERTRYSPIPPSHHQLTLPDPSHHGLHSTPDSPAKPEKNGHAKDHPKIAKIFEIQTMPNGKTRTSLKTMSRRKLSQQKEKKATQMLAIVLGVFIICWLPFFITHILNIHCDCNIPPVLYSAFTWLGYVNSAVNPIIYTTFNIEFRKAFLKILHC
#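 Using a no-wash calcium dye in inducible, force-coupled HEK293 Trex cells expressing D2, we tracked fluorescence each second for 180 s after compound, then for 180 s after EC20 dopamine to detect augmented signalling.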
# Apoferritin bind – candidate novel general anesthetic via apoferritin binding; P02791; apoferritin/1-aminoanthracene competitive binding, fluorescence; Potency, µM (doses to about 77.5 µM), for inactives: at the top dose activity change, negative = displacement, actives largely listed as inhibitors; 350,000 tested, 0.074% active; AID 485281; note: potency is the fitted concentration of half-maximal effect; % is set by controls: 0 for no effect and ±100 for the full control effect; nearly all actives have a fitted effect of over 20% in size
# Target sequence (P02791 2-175 limits assumed): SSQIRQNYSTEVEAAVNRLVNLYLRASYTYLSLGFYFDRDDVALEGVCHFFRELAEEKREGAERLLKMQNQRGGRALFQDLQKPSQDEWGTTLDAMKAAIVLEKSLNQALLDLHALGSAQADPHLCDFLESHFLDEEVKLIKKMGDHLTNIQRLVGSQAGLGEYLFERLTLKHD
#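 Concentration-response curves derived by four-parameter Hill fitting of normalized fluorescence, where compounds displaced 1-AMA from 10 uM horse apoferritin following a brief 10 min room-temperature incubation; propofol titration acted as positive control.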
# TRHR ag – agonists of human TRH receptor; 360,000 tested, 0.18% active; TRHR cells, calcium flux fluo-8, FDSS agonist mode; P34981; activation, % at 2 µM; in the data active = activation above about 30%; note: 0% is about no effect
#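 Read-out: compound-evoked intracellular calcium rise in TRHR cells, fluo-8 dye, kinetic FDSS fluorescence at 1 s/cycle following a 10-cycle baseline. Cells cultured overnight before dye loading (30 min–1.5 h, RT).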
# An asterisk follows results filed as active; ? = inconclusive; · = no result given; & = joins results of further samples; [ ] = remark or other dose. Unless noted, calls come from the whole dose curve; as a rule, active = well fitted curve in the direction sought with a large enough effect; inconclusive = small, poorly fitted or top-dose-only effect, or another doubt; inactive = no such curve, though single readings can be large; an effect the other way counts as inactive or inconclusive. The list is partial. The share of hits here may be higher or lower than overall.
compound,D1 potentiator,TRHR enhancer,RXFP1 antag,D1 ag,RXFP1 agonist,D1 antag,D2 potentiator,Apoferritin bind,TRHR ag
Cc1ccc(NC(=O)CSCC#N)cc1Cl,-7,-1,-3,2,0.3%,8,3,-7%,0.3
Cc1ccccc1NC(=S)N(C)Cc1cn(C)c2ccccc12,-5,16,·,2,-0.1%,-14,-5,-4%,-1.0
O=C(CSc1nnc(-c2cccs2)n1-c1ccccc1)NCC1CCCO1 (centres undefined),-3,8,-12,0,-0.5%,0,17,-12%,-0.3
Cn1c(N)c(C(=O)COC(=O)CCCc2c[nH]c3ccccc23)c(=O)n(C)c1=O,-9,-1,-1,2,3.7%,1,12,?,0.5
COC(=O)[C@@]1(Cc2ccc(OC)cc2)[C@H]2c3cc(C(=O)N(C)C)n(Cc4ccc(OC(F)(F)F)cc4)c3C[C@H]2CN1C(=O)c1ccccc1,4,0,·,0,4.1%,16,2,-10%&1%,1.0
Cc1cc(/C=C2\C(=N)N3N=CSC3=NC2=O)c(C)n1Cc1ccccc1,2,5,-28,2,-2.0%,8,0,-13%,-1.3
CC(C)CNC(=O)COC(=O)c1ccccc1SCC(=O)NCC(C)C,-2,6,0,-1,1.3%,-6,0,-10%,-0.5
CCOC(=O)c1cc(-c2ccc(OC)cc2)n(CCC(=O)NCc2ccc(OC)cc2)c1C,-2,0,-30,4,6.5%,-3,-5,0%,0.0
COC(=O)C1CCN(C(=O)COC(=O)CNS(=O)(=O)c2ccc(SC)c([N+](=O)[O-])c2)CC1,-2,-1,-15,2,-1.5%,6,-9,·,0.0
CC(=O)Nc1ccc([N+](=O)[O-])cn1,4,12,-13,1,-2.5%,-11,1,-8%,0.6
COc1cccc(Nc2nc(N)nc(C(F)(F)F)n2)c1,-2,0,6,0,2.5%,-1,-1,-17%,-0.8
CCCOc1ccc(C(=O)c2ccccc2C(=O)OC2CCOC2=O)cc1OCCC (centres undefined),4,-6,-24,6,-0.9%,14,0,·,2.7
O=C(O)CCCn1cc(NC(=O)COc2ccc([N+](=O)[O-])cc2)cn1,-6,0,-5,1,2.4%,-23,31*,-1%,1.0
Cc1ccc(Cl)cc1NC(=O)Cn1c(=O)oc2cc(S(=O)(=O)N3CCCC3)ccc21,-2,-4,-4,-1,5.9%,1,-11,-7%,0.7
CCC(O)CNc1nc(SC)nc2sc3c(c12)CCN(C)C3 (centres undefined),0,-1,37,0,21%,1,-6,2%,0.3
CC(=O)Nc1ccc(-c2csc(NC(=O)Cc3cccc(F)c3)n2)cc1,-9,-2,-7,0,0.0%,-24,·,0%,0.8
CC(C)C(NC(=O)OCc1ccccc1)C(=O)OCC(=O)NC1CC1 (centres undefined),0,5,-1,2,3.3%,8,3,2%,-1.0
O=[N+]([O-])c1ccc(N2CCN(S(=O)(=O)c3ccccc3)CC2)cc1NCc1ccco1,-10,-8,·,2,-1.2%,27,-8,-2%,1.1
O=C(CCN1C(=O)C2CC=C(Cl)CC2C1=O)NCc1ccco1 (centres undefined),-1,-6,5,-1,0.6%,-8,-8,-3%,0.3
COC(=O)c1cc(OC(=O)c2ccc(=O)[nH]c2)cc(C(=O)OC)c1,-2,0,-6,1,-5.2%,1,-1,-1%,-0.4
O=C(CSCC(=O)N1CCCCC1)OCC(=O)c1c[nH]c2ccccc12,-7,0,3,1,0.1%,-21,-1,-7%,-0.9
CC1CCN(C(=O)c2ccc3c(c2NCCO)C(=O)c2ccccc2C3=O)CC1,8,1,-5,3,-1.4%,0,-8,?,-1.2
CCCCc1nn2c(=O)cc(COC(=O)CNC(=O)c3ccccc3C)nc2s1,-5,-2,·,2,27%,-15,-4,2%,-0.4
CCOc1ccccc1-c1cc(C(=O)N2CCOCC2)c2ccccc2n1,15,-1,0,2,1.4%,17,·,39%[activator],0.9
CCn1nc(C)c(C(=O)Nc2cc(Oc3cc(C)cc(C)c3)cc([N+](=O)[O-])c2)c1C,5,7,1,6,3.5%,33,-5,?,0.9
Cc1csc(=O)n1CCC(=O)O,3,1,5,3,2.5%,-2,-2,-2%,0.2
CC(C)c1ccc(CN(Cc2ccco2)c2cnc(S(C)(=O)=O)nc2C(=O)Nc2ccc(F)cc2)cc1,0,10,-22,6,-1.1%,-20,-24,-17%,-0.6
COc1cccc(NC(=O)Cn2c(=O)n(Cc3ccco3)c(=O)c3cc(OC)c(OC)cc32)c1,0,-1,·,5,11%,7,11,-1%,-1.5
CC1(c2ccccc2)NC(=O)N(CC(=O)NCc2ccc3c(c2)OCO3)C1=O (centres undefined),-3,4,1,7,2.8%,-15,20,-6%,-0.5
Cc1csc(NC(=O)CSc2ccc(-c3ccccc3)nn2)n1,-3,25,-18,6,4.1%,-11,-4,?,14
Cc1ccc2nc(/C=C/c3cccc(F)c3)ccc2c1,5,-2,-2,3,-0.9%,-1,-12,5%,-0.5
CCc1ccc(-c2cc(C)no2)cc1S(=O)(=O)NCCCN1CCN(c2ccccc2)CC1,-6,-2,-35,17,1.2%,-67*,-24,52%[activator],0.5
Cc1ccc(N(CC(=O)NC2CCCC2)C(=O)Cn2nnc(-c3ccccc3F)n2)cc1,2,1,4,2,3.2%,-3,6,2%,-0.2
Cc1c(-c2ccc(Cl)cc2)c(=O)oc2c(CN3CCCC3)c(O)ccc12,-5,3,·,2,20%,7,12,812%[activator],-0.6
Cc1cc(C)c(NC(=O)CSc2nc(=O)n(Cc3cccnc3)c3c2CCC3)c(C)c1,3,2,·,4,5.7%,·,4,-8%,-0.9
C#CCOCCOCCOCCNc1nc(N2CCN(C(=O)CCCCCCCCCCNC(=O)[C@H](CCCCN)n3cc(C)nn3)CC2)nc(N2CCN(C(=O)CCCCCCCCCCNC(=O)[C@@H]([C@H](C)O)n3cc(C)nn3)CC2)n1,-2,20,·,34*,1.9%,21,9,·,-0.1
CC(C)CC(NC(=O)COc1ccccc1)C(=O)O (centres undefined),-4,22,-3,1,3.3%,-3,4,-2%,-0.1
COC(=O)c1ccc(C2/C(=C(/O)c3ccc4c(c3)CC(C)O4)C(=O)C(=O)N2Cc2cccnc2)cc1 (centres undefined),-6,-2,5,-1,?,2,-5,-2%,0.1
Cc1cc(C(=O)CSc2nnc3ccccn23)c(C)n1-c1ccccc1,5,-8,-16,2,-0.6%,9,-4,-11%,0.0
Cc1nn(C)c(=O)n1-c1ccc(OCc2ccccc2)cc1,6,7,-3,4,0.4%,7,14,-14%,-0.1
CCN(CC(=O)NCCc1ccc(F)cc1)Cc1nc2ccccc2c(=O)[nH]1,-4,6,11,1,0.0%,1,-1,-3%,0.0
CC(=O)Nc1ccc(S(=O)(=O)N2CCN(C(=O)c3ncoc3-c3ccccc3)CC2)cc1,-8,1,-8,-1,0.1%,-16,8,-7%,-0.1
COc1ccc(CNC(=O)CCSCc2ccccc2Cl)c(OC)c1,1,-1,13,8,-0.3%,-1,11,-5%,0.0
O=C(NCc1ccc(OC(F)(F)F)cc1)C12CN(Cc3ccccc3)CC1C(c1cccc([N+](=O)[O-])c1)=NO2 (centres undefined),11,7,·,3,-0.3%,4,8,-3%,-0.2
O=c1[nH]c(SCCOc2ccccc2F)nc2ccccc12,-8,-1,14,0,0.6%,-24,·,?,0.7
Cc1cccc(/C=N\NC(=O)c2ccc(Cl)cc2)c1O,-2,1,-1,3,-1.0%,11,-31,-2%,-0.1
COc1ccc(Nc2nc(Nc3ccc(OC)cc3)nc(SC3=NCCS3)n2)cc1,-12,0,-2,2,-0.3%,-18,-10,?,0.0
COc1cccc(NC(=O)C(=O)NCC(c2ccc3c(c2)OCO3)N2CCOCC2)c1 (centres undefined),-7,-4,-10,0,-0.9%,13,·,0%,0.3

# 2 compounds picked at random from the list so far:
compound,D1 potentiator,TRHR enhancer,RXFP1 antag,D1 ag,RXFP1 agonist,D1 antag,D2 potentiator,Apoferritin bind,TRHR ag
COC(=O)c1ccc(C2/C(=C(/O)c3ccc4c(c3)CC(C)O4)C(=O)C(=O)N2Cc2cccnc2)cc1 (centres undefined),-6,-2,5,-1,?,2,-5,-2%,0.1
COc1cccc(NC(=O)C(=O)NCC(c2ccc3c(c2)OCO3)N2CCOCC2)c1 (centres undefined),-7,-4,-10,0,-0.9%,13,·,0%,0.3

# More structures:
compound,D1 potentiator,TRHR enhancer,RXFP1 antag,D1 ag,RXFP1 agonist,D1 antag,D2 potentiator,Apoferritin bind,TRHR ag
COc1ccccc1NC(=O)CSc1oc(-c2ccc(F)cc2)nc1S(=O)(=O)c1ccc(Br)cc1,-1,2,-13,1,7.7%,3,7,-3%,0.1
COc1ccc(/C=C(\NC(=O)c2ccc(Cl)cc2)C(=O)NCC2CCCO2)cc1OC (centres undefined),·,10,11,1,3.3%,-6,4,9%,-0.6
COc1ccc(NC(=O)c2ccc(-c3nc(CSc4ccc(C)cc4)c(C)o3)cc2)cc1Cl,-2,-3,·,1,3.8%,0,·,-13%,0.8
COc1cccc(-c2ccc(C#N)c(=O)[nH]2)c1,-1,13,-9,1,3.9%,12,12,-6%,0.1
COc1cccc(/C=N/NC(=O)CSc2cccc3cccnc23)c1,-10,-3,0,4,11%,3,-2,-14%,-0.9
CN(C)C(CNC(=O)c1cccs1)c1ccco1 (centres undefined),3,4,4,1,-0.2%,7,10,·,0.7
COc1ccccc1CNC(=O)c1ccc2ccccc2n1,·,6,0,14,-0.8%,-21,9,-11%,-1.6
CC(C)CN1C=C2C(=O)C(C)(OC(=O)CCc3ccccc3)C(=O)C=C2C=C1c1ccc(C#N)cc1 (centres undefined),2,5,·,2,0.0%,13,4,-2%,0.6
O=C(CSc1ccccc1)NCc1ccc2c(c1)CCN2C(=O)c1ccc(F)cc1,1,-6,-9,5,-1.3%,0,-15,-2%,-0.7
Cc1ccc(NS(=O)(=O)c2ccc3[nH]c4c(c3c2)CCCCCC4)cc1C,5,6,-39,0,4.8%,2,13,?,-1.6
O=c1oc2ccc(C#CC3(O)CCCCC3)cc2cc1-n1cc(C2(O)CCCCC2)nn1,-2,0,·,2,0.0%,·,14,·,0.5
O=C(O)c1ccc2oc(=O)c(S(=O)(=O)c3ccc(F)cc3)cc2c1,-1,-5,4,2,-2.9%,5,4,53%[activator],1.2
Cc1ccc(S(=O)(=O)CCc2nnc(N)s2)cc1C,-5,-2,-6,2,-0.9%,9,9,-9%,0.0
Cc1ccc(CN2CC(C(=O)Nc3cccc(C)n3)CC2=O)cc1 (centres undefined),4,2,2,1,0.1%,-3,5,·,-0.1

# Assay outcomes deposited in PubChem by National Center for Advancing Translational Sciences (NCATS).
